PRMT1 FP inh = PRMT1 (human) inhibition, primary screen; AID 652257; recombinant PRMT1, activity-based probe fluorescence polarization; inhibition, % at 2.79 µM; hit rate 1.3% among 370,000; Q99873;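 active means inhibition above about 21% made by adding two undisclosed values, limit read from the data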
UHRF1 MBD2 ctr = blocks human UHRF1 binding to methylated DNA | AID 687016 | hit rate 0.75% among 370,000 | Q96T88 | inhibition, % at 4.4 µM | UHRF1 binding to methylated oligo, TR-FRET; in the data active means inhibition above about 21%;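 further: UHRF1 SRA domain binding a hemimethylated CpG hairpin DNA probe; 0% = median of test compound wells and 100% = reference inhibitor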
ABHD4 inh = ABHD4 (mouse) inhibition, primary FP screen. Q8VD66. purified mABHD4, FP-Rh probe fluorescence polarization. hit rate 0.54% among 370,000. inhibition, % at 8.92 µM;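 active means inhibition exceeding the mean over every tested compound plus 3 SD, cut at about 30% in these data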;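 further: 0% = plate median of compound wells and 100% = S159A mutant with DMSO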
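assay system = mABHD4 protein | compound dosing = single nominal dose of 8.92 µM, 0.89% DMSO final | read-out basis = percent inhibition of probe binding, normalized to plate controls | schedule = Enzyme–compound pre-incubation 45 min, then probe 60 min, both 25 °C | detection = fluorescence polarization, excitation 525 nm, emission 598 nm, BODIPY TMR filters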
PG9 Ab binder = small molecules binding HIV-1 gp120 antibody PG9 | TR-FRET gp120-PG9 antibody binding | inhibition, % at 6.7 µM | hit rate 0.43% among 360,000; in the data active means inhibition above about 8.5%
SIAE inh = inhibitors of human sialic acid acetylesterase SIAE; Q9HAT2; SIAE FP-Rh probe binding, fluorescence polarization; inhibition, % at 9.66 µM; hit rate 0.69% among 370,000; AID 1053197;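 active means inhibition above a cutoff: mean of compounds within the control limits plus 3 SD of those, cut at about 17% in these data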;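 further: 0% = plate median of compound wells and 100% = probe without SIAE protein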
LEDGF integ inh = blocks HIV-1 LEDGF/p75-dependent DNA integration; hit rate 0.64% among 370,000; TR-FRET IN-LEDGF/p75 DNA integration, Eu/Cy5; inhibition, % at 3.7 µM; AID 743269;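 active means inhibition above the screen-wide mean plus 3 SD, cut at about 13% in these data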;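 further: signal is the Cy5 over europium emission ratio at 671 and 618 nm; 0% = plate median of compound wells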
TDP2 absorb = blocks human TDP2 phosphodiesterase activity; O95551; hit rate 0.34% among 370,000; recombinant TDP2, T5PNP hydrolysis, p-nitrophenol absorbance 415 nm; inhibition, % at 12.8 µM;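 active means inhibition above the mean of all tested compounds plus 3 SD, set per campaign, cut at about 25% in these data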;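 further: 0% = DMSO with enzyme and 100% = buffer with substrate but no TDP2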
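Incubation: 2 h at 37 °C; Test system: recombinant human TDP2; Quantity: enzyme 120 nM; Read-out basis: percent inhibition; Medium: 50 mM Tris-HCl pH 7.5 with Mg2+, KCl, DTT, BSA; Repeats: single replicate; Compound: 12.8 µM single point, 1% DMSO; Signal: epi absorbance; Reagent: 5 mM T5PNP chromogenic substrate; Benchmarks: no-enzyme high, DMSO-plus-enzyme low.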
TCR-CD3 inh = blocks the human TCR-CD3 interaction; TAMRA-labeled TCR probe fluorescence, biochemical; inhibition, % at 9.4 µM; hit rate 0.37% among 360,000; AID 651800; in the data active means inhibition above about 19%;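 further: recombinant mutant TCR 2C K166C tagged with TAMRA read by polarization; 0% = receptor in buffer alone and 100% = receptor with positive control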
HTRA1 inh = inhibitors of human serine peptidase HTRA1; hit rate 0.5% among 340,000; recombinant HTRA1, FP-rhodamine activity-based probe, fluorescence polarization; AID 504803; inhibition, % at 5.96 µM; in the data active means inhibition above about 36%;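 further: 0% = enzyme with DMSO and 100% = wells lacking enzyme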
Tn7 DDE FP = disrupts Tn7 cyclic peptide binding to fibrin D-Dimer-E complex; P02675; FP displacement of FITC-Tn7 peptide from fibrin DD(E); 0% = median of compound wells per plate; inhibition, % at 8.3 µM; hit rate 0.13% among 370,000; AID 720508;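 active means inhibition above the mean of compounds falling within the control limits plus 3 SD of them, cut at about 14% in these data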;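 further: 0% = plate median of compound wells and 100% = 10 µM Aha-Tn7 peptide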
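Assay system: human fibrin DD(E) protein / Input: 2 µM fibrin DD(E) / Benchmarks: high control of 10 µM Aha-Tn7 peptide / Measured by: fluorescence polarization of the labelled Tn7 tracer / Medium: Tris buffer with calcium and detergent, pH 7.8 / Timing: 10 min compound pre-incubation, 3 h probe incubation at room temperature / Repeats: one replicate per compound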
Active calls of the source: *; x = no result given.

SMILES | PRMT1 FP inh | UHRF1 MBD2 ctr | ABHD4 inh | PG9 Ab binder | SIAE inh | LEDGF integ inh | TDP2 absorb | TCR-CD3 inh | HTRA1 inh | Tn7 DDE FP
CCC(Oc1ccccc1)C(=O)NC1C(=O)N2C1SC(C)(C)C2C(=O)O (configuration not stated) | -2 | -3 | -3 | -0.4 | 1 | 0 | 4 | 4 | -3 | -4
CCC(=O)c1ccc(OCC(=O)OCC(=O)N2CCc3ccccc32)cc1 | 2 | 2 | 2 | 1.8 | -3 | -6 | -7 | -8 | 1 | 3
COCC(=O)N[C@@H]1c2ccccc2CC[C@@H]1OCc1ccccc1 | -1 | 0 | 3 | 3.0 | -4 | 2 | -1 | -5 | 3 | -1
O=C(COC(=O)c1ccc(F)c(S(=O)(=O)N2CCOCC2)c1)c1ccccc1 | 4 | 3 | -4 | 0.9 | -6 | -3 | -14 | -6 | 10 | 3
Cc1ccc(N2NC(=O)/C(=C/C=C/c3ccco3)C2=O)cc1C | 3 | -3 | 17 | -14 | 2 | -2 | 0 | 7 | 11 | -1
CN(C)CCNC(=O)c1cccc(-c2cnc3c(NC=O)cc(-c4ccccc4F)cn23)c1 | -4 | 2 | -5 | -2.0 | -8 | -1 | -12 | -12 | x | -10
COc1ccc(C(=O)NCCN(C)C)c2nc3ccccc3cc12 | 0 | -2 | -2 | 23* | 5 | 0 | 3 | 2 | -2 | 4
O=C(CCCOc1ccc(Br)cc1)Nc1ccc(S(=O)(=O)N2CCOCC2)cc1 | -1 | -1 | -16 | 1.5 | 2 | 4 | 1 | 1 | -26 | -10
CCOC(=O)c1ccc(NC(=O)CC2C(=O)N(c3cccc(OC)c3)C(=O)N2CCOC)cc1 (configuration not stated) | 0 | 0 | -2 | -1.1 | 1 | 3 | -3 | -2 | -7 | -4
COc1ccccc1C1c2[nH]c3ccccc3c2CCN1Cc1ccc(NC(C)=O)s1 (configuration not stated) | 0 | 1 | -6 | -0.7 | 1 | 5 | -9 | 5 | -38 | -2
Cc1ccc(Cn2c(Sc3ncccn3)nc3c2c(=O)[nH]c(=O)n3C)cc1 | -1 | -2 | -1 | -1.2 | -1 | -1 | 10 | 3 | 6 | -2
N#Cc1c(SCC(=O)Nc2ccc(Cl)cc2Cl)sc2c(O)cc(=O)[nH]c12 | 30* | 4 | -2 | -0.5 | -12 | 7 | -4 | 13 | -27 | -6
COc1cccc(-c2cc(C(F)(F)F)nc(NCc3ccco3)n2)c1 | 0 | -1 | -9 | -0.4 | 0 | 0 | -8 | 3 | -11 | 8
CC(C)(C)OC(=O)N(CCc1ccccc1)Cc1ccccc1OCc1cccc(NC(=O)/C=C/c2ccccc2)c1 | -2 | 0 | -16 | -1.0 | -40 | -1 | 7 | -11 | -32 | 7
Cc1nn(Cc2ccccc2Cl)c(C)c1C(=O)N(C)CC(=O)Nc1cccc(F)c1 | 3 | -1 | 2 | -0.4 | 0 | 0 | -15 | 0 | 8 | 2

5 compounds already listed, ordered by the value under SIAE inh, high to low.
SMILES | PRMT1 FP inh | UHRF1 MBD2 ctr | PG9 Ab binder | SIAE inh | LEDGF integ inh | TDP2 absorb | TCR-CD3 inh | HTRA1 inh | Tn7 DDE FP
COc1ccc(C(=O)NCCN(C)C)c2nc3ccccc3cc12 | 0 | -2 | 23* | 5 | 0 | 3 | 2 | -2 | 4
O=C(CCCOc1ccc(Br)cc1)Nc1ccc(S(=O)(=O)N2CCOCC2)cc1 | -1 | -1 | 1.5 | 2 | 4 | 1 | 1 | -26 | -10
CCOC(=O)c1ccc(NC(=O)CC2C(=O)N(c3cccc(OC)c3)C(=O)N2CCOC)cc1 (configuration not stated) | 0 | 0 | -1.1 | 1 | 3 | -3 | -2 | -7 | -4
COc1cccc(-c2cc(C(F)(F)F)nc(NCc3ccco3)n2)c1 | 0 | -1 | -0.4 | 0 | 0 | -8 | 3 | -11 | 8
N#Cc1c(SCC(=O)Nc2ccc(Cl)cc2Cl)sc2c(O)cc(=O)[nH]c12 | 30* | 4 | -0.5 | -12 | 7 | -4 | 13 | -27 | -6

The listing picks up, repeating the 2 entries before the break.
SMILES | PRMT1 FP inh | UHRF1 MBD2 ctr | ABHD4 inh | PG9 Ab binder | SIAE inh | LEDGF integ inh | TDP2 absorb | TCR-CD3 inh | HTRA1 inh | Tn7 DDE FP
CC(C)(C)OC(=O)N(CCc1ccccc1)Cc1ccccc1OCc1cccc(NC(=O)/C=C/c2ccccc2)c1 | -2 | 0 | -16 | -1.0 | -40 | -1 | 7 | -11 | -32 | 7
Cc1nn(Cc2ccccc2Cl)c(C)c1C(=O)N(C)CC(=O)Nc1cccc(F)c1 | 3 | -1 | 2 | -0.4 | 0 | 0 | -15 | 0 | 8 | 2
CC1CC(C)CN(C(=O)COC(=O)C2CCN(S(=O)(=O)c3c(Cl)cccc3Cl)CC2)C1 (configuration not stated) | 5 | 1 | 0 | 0.3 | -2 | -3 | -9 | -3 | -13 | -3
CCC(=O)Nc1cc(ON=C(C)C)cc([N+](=O)[O-])c1 | -2 | -6 | -1 | -1.2 | 14 | -2 | 1 | 1 | -3 | 5
COc1ccc(C(C)=O)cc1COC(=O)CNC(=O)c1ccc(Cl)cc1 | 1 | 6 | -6 | -4.3 | -10 | 1 | -20 | 2 | -7 | -1
COC(C/C=C/[C@@H](O)COCc1ccccc1)OC | 2 | -2 | -2 | -0.5 | 3 | -2 | -1 | 2 | -7 | 4
CCOC(=O)c1c(-c2ccco2)csc1N | 25* | 2 | 21 | 1.8 | 3 | 3 | 1 | 8 | 1 | -7
CCCCc1n[nH]c2c1/C(=N/O)CC(C)(C)C2 | -2 | -1 | 0 | -0.5 | 7 | -1 | 5 | 3 | 1 | -5
O=C(CCCOc1ccccc1)OCn1nnc2ccccc2c1=O | 3 | 1 | 4 | -1.0 | 4 | -1 | 7 | 2 | -4 | 5
CN(C)S(=O)(=O)N1CCC(Oc2ccc(C(=O)NCCc3cscn3)cc2)CC1 | 0 | -1 | 3 | 0.2 | 3 | 0 | -4 | 11 | 2 | 2
COc1cc(/C=C/C(=O)OCC(=O)Nc2nnc(-c3ccccc3)o2)cc(OC)c1OC | 1 | -4 | -2 | 0.7 | -14 | -1 | -9 | 7 | 5 | 7
CCCCN(C)C(=O)C(Cc1ccccc1)NS(=O)(=O)c1ccc2c(c1)CCC(=O)N2 (configuration not stated) | -6 | -2 | -2 | -1.1 | 6 | 2 | 1 | 5 | 0 | 0
N#C/C(=C\c1cccc([N+](=O)[O-])c1)C(=O)NCC1CCCO1 (configuration not stated) | 1 | 4 | 2 | 0.2 | 11 | 2 | 10 | 3 | -2 | 5
Cc1ccc(NC(=O)c2c(C(=O)Nc3ccccc3)sc3nc(C)cc(=O)n23)cc1 | -1 | 0 | 0 | -0.2 | -8 | -2 | -3 | -1 | -9 | -2
COc1ccc(S(=O)(=O)N(C)C[C@H]2Oc3c(NC(=O)Nc4ccc5c(c4)OCO5)cccc3C(=O)N([C@H](C)CO)C[C@@H]2C)cc1 | 5 | 1 | 1 | 0.7 | 1 | -1 | -7 | -5 | -21 | 1
COc1ccccc1/C=C1\CCCC2=C1Nc1nnnn1C2c1ccccc1OC (configuration not stated) | 1 | 5 | 8 | 3.0 | -4 | 3 | -5 | 4 | -15 | -3
Cc1ccc2nc(SCC(=O)Nc3ccc(Cl)cc3)nc(=O)n2c1 | 2 | 2 | 5 | 0.7 | -1 | -2 | -3 | -6 | -4 | 4
CCOC(=O)c1[nH]cnc1C(=O)Nc1ccccn1 | -3 | -1 | -7 | 1.1 | 5 | -3 | 1 | 2 | 0 | 6
Cc1nc2ccccc2c(-c2ccccc2)c1CC(=O)O | 1 | 2 | 8 | -2.3 | -4 | 2 | -1 | 0 | 1 | 2
CC1(C(=O)NS(=O)(=O)c2cccc(F)c2)CCN1C(=O)CCC1CCCC1 (configuration not stated) | -2 | 4 | 3 | 0.4 | -2 | -1 | -5 | 1 | x | 2
COC(=O)c1ccccc1NS(=O)(=O)c1ccc2c3c(cccc13)C(=O)N2 | 2 | 0 | -10 | -0.8 | -10 | -2 | 15 | -2 | -20 | 4
Cc1ccc(Nc2nc(N)nc(CSc3nncn3C)n2)cc1 | -1 | 0 | -3 | -2.1 | 7 | -1 | 10 | -2 | -1 | -3
O=C(NNC(=O)c1ccc2ccccc2c1O)NC1CCCCC1 | 4 | 1 | 6 | 2.1 | 17 | 0 | -7 | 20* | 20 | -5
CCCNC(=O)CCn1nc(-c2ccc(C)cc2)c2ccccc2c1=O | 5 | 2 | 1 | 0.5 | -6 | -1 | -3 | -1 | 2 | -3
CCC(C)N(C(=O)COC(=O)c1cc([N+](=O)[O-])ccc1N)C1CCS(=O)(=O)C1 (configuration not stated) | -2 | 3 | 6 | 1.4 | 13 | -1 | -3 | -1 | -1 | 0
Cc1cccc(COCC(Cc2ccccc2)N2CCN(C(=O)c3cccc(Cl)c3)CCC2=O)c1 (configuration not stated) | -1 | 7 | -6 | 1.0 | -2 | -2 | 8 | -1 | -27 | 2
N#Cc1cc2cc3c(cc2nc1SCC(=O)N1CCOCC1)OCCO3 | -2 | 0 | 3 | -0.1 | -9 | 3 | 4 | -2 | 3 | -2
CCCCCC(=O)Nc1ccc(-c2csc(C)n2)cc1 | 3 | -4 | -4 | -2.8 | 3 | 9 | -4 | -5 | -6 | 2
Cc1noc(NS(=O)(=O)c2ccc(NC(=O)CSc3nnc(-c4ccccc4)n3C3CCCCC3)cc2)c1C | 0 | -1 | 4 | -0.7 | -1 | -2 | 3 | 3 | -6 | -1
C/C(=N/Nc1nc(-c2ccccc2)cc(-c2ccc(F)cc2)n1)c1cccc(N)c1 | -1 | 0 | 7 | -0.7 | 8 | 1 | 0 | 4 | -41 | -1
CC(C)Cn1c(N)c(C(=O)CSc2n[nH]c(N)n2)c(=O)n(C)c1=O | -3 | 2 | 0 | -1.8 | -2 | 6 | 3 | 5 | -2 | -1
